Source: PubChem BioAssay (several laboratories)
ZTA DNA inh = ZTA (EBV) inhibition in EBNA-1 counter-screen; inhibition, % at 11 µM; 320,000 tested, 0.15% active; P03206; AID 2234; ZTA-DNA binding, fluorescence polarization; in the data active = inhibition above about 33%
PP1 inh = PP1-alpha phosphatase inhibitors, primary screen, counter-screen for PP5 inhibitor project, biochemical, fluorescence, OMFP substrate, single point. Serine/threonine-protein phosphatase PP1-alpha catalytic subunit (Homo sapiens), P62136. purified PP1alpha. inhibition, % at 6.7 µM. 320,000 tested, 0.9% active. AID 2235, 2010;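 active = inhibition above the mean inhibition of all tested compounds plus 3 SD, computed separately for each screening campaign, cut at about 15% in these data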
Target sequence (P62136 whole entry, looked up): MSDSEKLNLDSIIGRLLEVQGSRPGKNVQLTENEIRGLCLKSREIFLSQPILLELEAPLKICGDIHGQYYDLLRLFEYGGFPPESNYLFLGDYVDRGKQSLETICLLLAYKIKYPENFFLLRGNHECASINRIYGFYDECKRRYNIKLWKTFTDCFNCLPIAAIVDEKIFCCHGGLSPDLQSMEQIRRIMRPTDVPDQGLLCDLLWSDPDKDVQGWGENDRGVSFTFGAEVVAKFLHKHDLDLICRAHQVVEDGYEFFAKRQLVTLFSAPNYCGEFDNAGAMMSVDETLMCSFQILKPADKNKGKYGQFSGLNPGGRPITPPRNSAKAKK
Fh CTSL1 inh = Fasciola hepatica cathepsin L1 inhibitors, primary screen, counter-screen for PFM18AAP inhibitor project, biochemical, QFRET, fluorogenic peptide substrate; recombinant F. hepatica cathepsin L1, Z-Leu-Arg-MCA fluorescence; inhibition, % at 5.96 µM; 300,000 tested, 0.49% active; AID 1906, 2009;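 active = inhibition above the mean of all tested compounds plus 3 SD, set per screening campaign, cut at about 17% in these data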;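 also: 0% = plate median of test compound wells and 100% = 1 µM Z-Phe-Ala-diazomethylketone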
Efflux pump inh = inhibitors of Candida efflux pumps in yeast, primary screen, S. cerevisiae, Nile Red, multiplex. S. cerevisiae Candida pump triplex. inhibition, % at 10 µM. 330,000 tested, 0.44% active. AID 485275, 2010;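 active = plate passing quality check with inhibition over a set limit, or well fluorescence over plate mean plus 4 SD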;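 also: Nile Red retained in pooled yeast measured as flow cytometry median fluorescence; 0% = buffer negative control and 100% = Enniatin B positive control; higher means more Nile Red kept so more efflux inhibition; some compounds called inactive have numbers as strong as hits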
core dimer inh = inhibitors of HCV core protein dimerization, primary screen, biochemical, TR-FRET, high-throughput; TR-FRET GST/Flag-core106 dimerization, 1536-well; inhibition, % at 5 µM; 300,000 tested, 0.33% active;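 active = inhibition above the mean of all tested compounds plus 3 SD, set per screening campaign, cut at about 45% in these data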
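System: GST/Flag-tagged HCV core106 proteins. Incubation: compound-protein-antibody incubation 4 h at 22.5 °C. Technique: HTRF with 340 nm excitation, 617/671 nm emission. Medium: KF-containing HEPES buffer, pH 7.45, DTT, CHAPS, BSA. Read-out: inhibition (%) from 671 over 617 nm ratio. Also added: Eu(K)-anti-GST 90 ng/mL plus XL665-anti-Flag 1 µg/mL.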
TPT1 inhibitor = Candida albicans TPT1 enzyme inhibitors, primary screen, biochemical, fluorescence polarization | recombinant caTPT1, FP RNA substrate dephosphorylation | tRNA 2'-phosphotransferase TPT1 (Candida albicans SC5314) | 300,000 tested, 0.81% active | inhibition, % at 5 µM;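 active = inhibition above the mean of all tested compounds plus 3 SD, set per screening campaign, cut at about 24% in these data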;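 also: plate controls were DMSO alone for no effect and ferristatin control at 100 nM for full effect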
PREPL inh = PREPL enzyme inhibitors, primary screen, biochemical, fluorescence polarization. Prolyl endopeptidase-like (Homo sapiens), Q4J6C6. recombinant PREPL, fluorescence polarization activity-based probe. inhibition, % at 5.96 µM. 320,000 tested, 0.68% active. AID 2751, 2010; in the data active = inhibition above about 43%;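 also: 0% = enzyme with DMSO and 100% = wells lacking enzyme; many of its hits are not listed in these tables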
Target sequence (Q4J6C6 whole entry, looked up): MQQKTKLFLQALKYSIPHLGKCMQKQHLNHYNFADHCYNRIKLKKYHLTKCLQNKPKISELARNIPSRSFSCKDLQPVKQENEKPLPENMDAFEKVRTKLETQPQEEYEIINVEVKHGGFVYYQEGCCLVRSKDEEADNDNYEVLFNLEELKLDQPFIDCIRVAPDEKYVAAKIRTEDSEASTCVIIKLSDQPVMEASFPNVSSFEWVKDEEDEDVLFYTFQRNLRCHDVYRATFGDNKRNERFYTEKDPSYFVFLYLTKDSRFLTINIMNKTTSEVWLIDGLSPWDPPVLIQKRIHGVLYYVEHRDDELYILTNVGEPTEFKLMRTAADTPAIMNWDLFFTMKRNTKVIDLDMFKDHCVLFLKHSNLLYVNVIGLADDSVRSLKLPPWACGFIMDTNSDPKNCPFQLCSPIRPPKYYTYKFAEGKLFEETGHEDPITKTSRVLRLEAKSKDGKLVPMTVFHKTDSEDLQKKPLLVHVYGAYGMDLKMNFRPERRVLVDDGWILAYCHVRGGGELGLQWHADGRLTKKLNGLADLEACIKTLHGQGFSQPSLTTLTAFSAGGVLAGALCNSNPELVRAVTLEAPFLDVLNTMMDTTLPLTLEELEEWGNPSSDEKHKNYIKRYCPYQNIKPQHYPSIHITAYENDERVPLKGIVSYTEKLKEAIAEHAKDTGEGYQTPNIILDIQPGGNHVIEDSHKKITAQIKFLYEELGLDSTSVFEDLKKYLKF
EBNA-1 inh = EBNA-1 DNA-binding inhibitors, primary screen, biochemical, fluorescence polarization | AID 1950, 2009 | inhibition, % at 14.8 µM | 300,000 tested, 0.34% active; in the data active = inhibition above about 28%
PP5 inh = PP5 phosphatase inhibitors, primary screen, biochemical, fluorescence; 320,000 tested, 0.18% active; inhibition, % at 6.7 µM; purified PP5c, OMFP substrate fluorescence; AID 1987, 2009;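 active = inhibition above the campaign's mean inhibition across all tested compounds plus 3 SD, cut at about 9.5% in these data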;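 also: 0% = DMSO only and 100% = 100 µM cantharidin control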
The depositor's hits bear a star; / = no result given. Some of the compounds tested (hit frequency here may not be typical).

(1) O=C(NCC1CCN(c2ccc(S(=O)(=O)N3CCOCC3)cc2)CC1)c1cccc(Cl)c1
(2) Cc1cccc(NC(=O)CCC(=O)N/N=C/c2ccncc2)c1
(3) O=C(CSc1n[nH]c(-c2ccccc2)n1)NC(=O)NCc1ccco1
(4) O=C(O)C1Nc2c(Cl)cc(Cl)c(Cl)c2C2C=CCC12 (centres undefined)
(5) COc1ccc(NC(=O)CSc2nnc(C3CCCCC3)n2N)c(OC)c1
(6) Cc1c(Cl)ccc2sc(NC(=O)CN3C(=O)c4ccccc4C3=O)nc12
(7) COc1ccc(-c2c(-c3ccc(OCC(=O)NN)cc3O)n[nH]c2C(F)(F)F)cc1
(8) CC1=NN(c2ccc(C)c(C)c2)C(=O)/C1=C/c1ccc2c(c1)n(C)c(=O)n2C
compound no.,1,2,3,4,5,6,7,8
PP1 inh,-6,2,-5,6,1,1,3,-1
PREPL inh,31,0,-5,7,2,2,4,2
Efflux pump inh,0.0,-0.1,0.0,0.2,-0.3,0.3,-0.3,-0.3
ZTA DNA inh,-3,12,10,-9,2,-14,14,-1
TPT1 inhibitor,3,-2,0,4,-1,-2,1,-4
Fh CTSL1 inh,2,0,0,1,-6,-4,-1,0
core dimer inh,4,-8,20,43,-6,-16,7,-6
EBNA-1 inh,5,2,-1,0,1,1,-4,-4
PP5 inh,-0.5,-0.6,0.2,3.4,3.0,3.2,1.7,1.6

(9) CCOc1cc(/C=C(/NC(C)=O)C(=O)O)cc(Cl)c1OCc1ccc(Br)cc1
(10) NC(=O)c1ccc(Oc2ccc(-c3nnco3)cc2)c([N+](=O)[O-])c1
(11) O=C(O)CCCC(=O)N1CCN(C(c2ccccc2)c2ccccc2)CC1
(12) Cc1ccc(F)cc1NC(=O)Cc1nn(C)c(=O)c2ccccc12
(13) COc1ccccc1[C@@H]1C(c2cccc(C)c2)=NN(c2ccccc2)[C@H]1C(=O)N1CCOC1=O
(14) CCOc1ccc2c(c1)C(C)=CC(C)(C)N2
(15) OC(CN1CCN(c2ncc(C(F)(F)F)cc2Cl)CC1)c1ccccc1 (centres undefined)
(16) Clc1ccc(C(c2ccccc2)N2CCN(c3ccccn3)CC2)cc1 (centres undefined)
compound no.,9,10,11,12,13,14,15,16
PP1 inh,3,-3,-1,-3,1,-4,-6,0
PREPL inh,-1,18,6,-4,8,14,3,-11
Efflux pump inh,-0.3,-0.1,0.1,0.1,-0.1,-0.2,0.2,0.0
ZTA DNA inh,32,15,-6,-3,7,-11,-1,27
TPT1 inhibitor,0,0,0,-1,-2,/,2,-2
Fh CTSL1 inh,3,5,-1,-1,1,/,-2,-2
core dimer inh,8,0,-3,3,5,/,5,8
EBNA-1 inh,11,-12,-7,7,-3,/,1,2
PP5 inh,0.9,-0.2,1.9,0.5,4.9,3.0,2.7,-0.9

(17) Cc1nc(N2CCN(C(=O)c3cccs3)CC2)c2c3c(sc2n1)CCCC3
(18) COc1cccc(NS(=O)(=O)c2cc3c4c(c2)CCC(=O)N4CCC3)c1
(19) CC(C)(C)c1ccc(NC(=O)COC(=O)c2ccc(NS(=O)(=O)c3ccc(F)c(F)c3)cc2)cc1
(20) CC(C)CC(NC(N)=O)C(=O)Nc1cccc([N+](=O)[O-])c1 (centres undefined)
(21) Cc1c(CCOC(=O)C23CC4(C)CC(C)(CC(C)(C4)C2)C3)sc[n+]1CC(=O)c1ccccc1
(22) CN(C)c1ccc(NC(=O)CN2CCN(CC(=O)Nc3ccc(F)cc3)CC2)cc1
(23) CSCCC(C(=O)O)N1C(=O)c2ccc(C(=O)O)cc2C1=O (centres undefined)
(24) COc1ccc(OC)c(C2C(C#N)=C(N)Oc3cc(C)n(Cc4ccccn4)c(=O)c32)c1 (centres undefined)
compound no.,17,18,19,20,21,22,23,24
PP1 inh,1,-3,3,0,21*,-5,2,-2
PREPL inh,9,11,2,7,25,24,15,5
Efflux pump inh,0.0,-0.1,0.6,0.0,0.0,0.1,-0.3,0.2
ZTA DNA inh,-4,-3,1,9,-21,10,-8,7
TPT1 inhibitor,0,-5,-2,0,1,-1,-5,3
Fh CTSL1 inh,0,-1,6,1,-1,0,1,-2
core dimer inh,6,-8,8,2,-5,-10,-4,1
EBNA-1 inh,-8,8,-9,0,6,7,-4,-2
PP5 inh,0.3,-0.2,3.8,0.8,4.0,-0.5,-2.7,4.2

(25) CCN(CC)C(=O)CSc1nc2ccccc2c(=O)n1OC
(26) COc1ccc(N2CCN(CC(=O)Nc3ccc(C)c(C)c3)CC2)cc1
(27) O=C(CN1CCN(c2ccc(O)cc2)CC1)NC(c1ccccc1)c1ccccc1
(28) COC(=O)C1(S(=O)(=O)c2cc(Br)cc3c2N(C(C)=O)CC3)CC1
(29) COc1ccc(C2C(C#N)=C(N)Nc3onc(C(C)(C)C)c32)c(OC)c1 (centres undefined)
(30) COc1ccc(S(=O)(=O)N(CC(=O)NC2CC2)C2CCCCC2)cc1Cl
(31) COc1cccc(-c2nn[nH]n2)c1O
(32) CC(C)n1c(CN2CCN(C(=O)c3ccco3)CC2)nc2c1c(=O)n(C)c(=O)n2C
compound no.,25,26,27,28,29,30,31,32
PP1 inh,-2,2,5,-1,3,0,-4,-2
PREPL inh,12,14,38,-7,9,7,4,2
Efflux pump inh,0.0,0.1,-0.1,0.0,0.0,0.0,0.2,0.0
ZTA DNA inh,1,13,12,16,2,7,9,4
TPT1 inhibitor,-2,1,1,1,-3,0,-1,2
Fh CTSL1 inh,-3,0,-2,-1,-4,2,-5,-5
core dimer inh,-7,11,14,-3,2,2,4,-3
EBNA-1 inh,12,5,3,-2,20,-3,8,4
PP5 inh,0.3,1.2,5.9,1.7,4.1,1.4,-0.9,-1.7

(33) Cc1cccc(/C=N\NC(=O)c2csnn2)c1
(34) Cc1nc(CN2CCN(Cc3nc(C(c4ccccc4)c4ccccc4)no3)CC2)cs1
(35) FC(F)(F)c1cc(-c2ccco2)nc(NCc2cccs2)n1
(36) COc1ccc(N2CC(C(=O)Nc3cccnc3)CC2=O)cc1 (centres undefined)
(37) O=C([C@H](Cc1ccc(O)cc1)n1cc(CCO)nn1)N1CCNCC1
(38) OC(c1ccccn1)C1CCN(Cc2nc(C(c3ccccc3)c3ccccc3)no2)CC1 (centres undefined)
(39) COCc1c(C(N)=O)nnn1-c1nonc1N
(40) N=C1C(c2ccccc2)=C(O)CN1NC(=O)c1ccccc1
compound no.,33,34,35,36,37,38,39,40
PP1 inh,1,3,2,-2,3,1,1,1
PREPL inh,-3,0,-3,4,-4,12,8,3
Efflux pump inh,-0.3,0.0,-0.2,0.4,-0.2,0.3,0.1,-0.5
ZTA DNA inh,-1,4,16,-5,8,-4,-6,3
TPT1 inhibitor,-3,-3,14,2,0,4,0,-2
Fh CTSL1 inh,-1,3,8,2,2,2,-2,-2
core dimer inh,-2,6,45,1,2,-3,-3,-9
EBNA-1 inh,3,4,5,-2,-5,-13,-3,-1
PP5 inh,-2.0,-0.9,0.9,2.4,2.8,1.2,4.2,-0.2

(41) CCS(=O)(=O)c1nc(S(=O)(=O)c2ccc(C)cc2)c(NCc2ccccn2)s1
(42) CCCN(CC(=O)Nc1c(C)cccc1CC)C(=O)SCC
(43) Cc1ccc(S(=O)(=O)/N=C/c2ccco2)cc1
(44) COC(=O)CSc1nc2c(c(-c3ccco3)c1C#N)CCCC2
(45) CCc1nnc(NC(=O)Cn2nnc(-c3ccccc3F)n2)s1
(46) Cc1csc2ncc(C(=O)N(Cc3ccccc3)c3ccccn3)c(=O)n12
(47) Cc1cc(NC(=O)c2ccc(Cl)cc2)no1
(48) O=c1cc(/C=C/c2c(F)cccc2Cl)[nH]c2ccccc12
compound no.,41,42,43,44,45,46,47,48
PP1 inh,-1,-4,-3,4,0,-2,-3,7
PREPL inh,4,15,13,7,2,-10,5,-8
Efflux pump inh,0.0,1.3,0.0,-0.1,0.2,0.0,-0.1,0.0
ZTA DNA inh,3,-5,-4,-11,5,-9,0,-7
TPT1 inhibitor,0,-6,-1,-1,-2,-1,-1,-5
Fh CTSL1 inh,-1,-8,1,6,-1,0,-2,13
core dimer inh,-2,4,4,22,2,9,-2,5
EBNA-1 inh,0,-13,-10,4,14,-11,11,-3
PP5 inh,0.1,2.3,2.7,1.9,-0.2,1.6,0.1,0.4

(49) Cn1c(NN)nc2sc3c(c2c1=O)CC(C)(C)OC3
(50) O=C(CSc1nnc(-c2ccc(F)cc2)c2ccccc12)Nc1cccc(Cl)c1
(51) Cc1ccccc1OCC(=O)OCC(=O)Nc1ccc2c(c1)OCCO2
(52) c1ccc(-c2nc3ccccn3c2-c2ccccc2)cc1
(53) Cc1ccc(N(C(=O)CNC(=O)c2ccco2)C(C(=O)NC2CCCC2)c2cccnc2)cc1 (centres undefined)
(54) CC(C)(Cc1ccc(O)cc1)NC(=O)SCc1ccccc1
(55) CCc1cc(C(=O)N2CCN(S(=O)(=O)c3cc(C)ccc3C)CC2)sc1C
(56) Cc1ccc2cc(C#N)c(SCC(=O)N3CCCc4ccccc43)nc2c1
(57) CCOc1cccc(CN2CCC(Oc3ccc(C(=O)NCc4ccccn4)cc3)CC2)c1
(58) Cc1cc(C(=O)Nc2ccc(S(=O)(=O)Nc3onc(C)c3C)cc2)cs1
(59) O=C(NC(=S)N1CCCCC1)c1cccnc1
compound no.,49,50,51,52,53,54,55,56,57,58,59
PP1 inh,-4,16*,-4,-1,-3,2,1,-14,-8,0,-3
PREPL inh,20,-3,15,2,10,6,7,-4,-10,18,3
Efflux pump inh,-0.1,0.0,0.1,-0.1,0.1,0.3,-0.2,-0.2,0.1,0.1,0.3
ZTA DNA inh,4,10,-3,-4,-14,-10,-8,-1,2,-7,11
TPT1 inhibitor,0,2,/,2,-5,1,/,-1,0,-1,3
Fh CTSL1 inh,-1,2,/,-2,-4,-4,/,5,-4,1,-1
core dimer inh,9,11,/,4,-3,-7,/,-5,5,0,-3
EBNA-1 inh,-1,6,/,6,7,-4,/,-17,-11,-8,0
PP5 inh,1.5,-1.8,2.4,0.9,2.4,3.9,3.3,-4.6,1.9,4.2,-1.5

Single records (already shown). Screens in order: PP1 inh, PREPL inh, Efflux pump inh, ZTA DNA inh, TPT1 inhibitor, Fh CTSL1 inh, core dimer inh, EBNA-1 inh, PP5 inh
Profile of CC(C)(Cc1ccc(O)cc1)NC(=O)SCc1ccccc1 : 2, 6, 0.3, -10, 1, -4, -7, -4, 3.9
Profile of Cc1ccc(N(C(=O)CNC(=O)c2ccco2)C(C(=O)NC2CCCC2)c2cccnc2)cc1 (centres undefined) : -3, 10, 0.1, -14, -5, -4, -3, 7, 2.4
Profile of Cc1ccccc1OCC(=O)OCC(=O)Nc1ccc2c(c1)OCCO2 : -4, 15, 0.1, -3, /, /, /, /, 2.4
Profile of CCOc1cccc(CN2CCC(Oc3ccc(C(=O)NCc4ccccn4)cc3)CC2)c1 : -8, -10, 0.1, 2, 0, -4, 5, -11, 1.9
Profile of CCc1cc(C(=O)N2CCN(S(=O)(=O)c3cc(C)ccc3C)CC2)sc1C : 1, 7, -0.2, -8, /, /, /, /, 3.3
